GSTO1 inh: inhibitors of recombinant GSTO1, primary screen, counter-screen for RBBP9 inhibitor project, biochemical, fluorescence polarization; hit rate 1.1% among 300,000; inhibition, % at 5.96 µM; Glutathione S-transferase omega-1 (Homo sapiens), P78417; AID 1974, 2009; activity-based probe fluorescence polarization;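 active = inhibition above the campaign mean inhibition plus 3 SD, cut at about 35% in these data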;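 also: 0% = GSTO1-1 with DMSO and 100% = wells lacking GSTO1-1 enzyme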
PAFAH2 inh: PAFAH2 enzyme inhibitors, primary screen, biochemical, fluorescence polarization, human; Platelet-activating factor acetylhydrolase 2, cytoplasmic (Homo sapiens), Q99487; recombinant PAFAH2, FP-rhodamine activity probe; inhibition, % at 3.39 µM; hit rate 0.99% among 340,000; AID 492956, 2010;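 active = inhibition above the mean over all tested compounds plus 3 SD, cut at about 30% in these data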;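 also: inhibitors block probe labeling of enzyme so polarization drops; 0% = enzyme with DMSO and 100% = wells lacking PAFAH2 protein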
pPAFAH FP inh: pPAFAH enzyme inhibitors, primary screen, biochemical, fluorescence polarization, human. hit rate 1.5% among 330,000. Platelet-activating factor acetylhydrolase (Homo sapiens), Q13093. AID 463082, 2010. recombinant pPAFAH, FP-rhodamine probe fluorescence polarization. inhibition, % at 3.39 µM;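 active = inhibition above the mean inhibition across the screen plus 3 SD, cut at about 25% in these data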;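 also: inhibitors block binding of the rhodamine activity-based probe so polarization drops; 0% = enzyme with DMSO and 100% = wells lacking pPAFAH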
Target sequence (Q13093 whole entry, looked up): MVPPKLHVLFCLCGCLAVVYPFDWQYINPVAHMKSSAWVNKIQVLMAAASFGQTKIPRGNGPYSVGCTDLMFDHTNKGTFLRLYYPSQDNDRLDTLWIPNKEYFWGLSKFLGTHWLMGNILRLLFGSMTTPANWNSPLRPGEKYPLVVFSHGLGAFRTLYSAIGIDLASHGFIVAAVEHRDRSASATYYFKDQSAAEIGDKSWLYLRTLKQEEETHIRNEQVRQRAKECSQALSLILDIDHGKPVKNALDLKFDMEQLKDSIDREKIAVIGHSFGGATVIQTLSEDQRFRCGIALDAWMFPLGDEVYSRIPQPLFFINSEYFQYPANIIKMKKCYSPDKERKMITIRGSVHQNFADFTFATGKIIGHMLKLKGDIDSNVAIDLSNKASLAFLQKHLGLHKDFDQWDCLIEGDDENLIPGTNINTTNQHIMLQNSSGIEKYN
LYPLA1 inh: LYPLA1 inhibitors, primary screen, counter-screen for PME1 inhibitor project, biochemical, fluorescence polarization, FP-Rh probe ABPP; inhibition, % at 5.9 µM; hit rate 0.16% among 320,000; recombinant LYPLA1; Acyl-protein thioesterase 1 (Homo sapiens), O75608; AID 2174, 2009;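 active = inhibition above the mean of all tested compounds plus 3 SD, set per campaign, cut at about 14% in these data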;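 also: inhibitors block serine hydrolase probe labeling of LYPLA1 so polarization falls; 0% = enzyme with DMSO and 100% = wells lacking LYPLA1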
PAFAH1B2 FP inh: PAFAH1B2 enzyme inhibitors, primary screen, biochemical, fluorescence polarization, human. hit rate 1.2% among 340,000. AID 492953, 2010. recombinant PAFAH1B2, FP-rhodamine activity probe. Platelet-activating factor acetylhydrolase IB subunit alpha2 (Homo sapiens), P68402. inhibition, % at 3.39 µM;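 active = inhibition above the mean of all tested compounds plus 3 SD, cut at about 24% in these data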;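 also: 0% = enzyme with DMSO and 100% = wells lacking PAFAH1B2; many of its hits are not listed in these tables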
LYPLA2 counter: LYPLA2 inhibitors, primary screen, counter-screen for PME1 inhibitor project, biochemical, fluorescence polarization, FP-Rh probe ABPP; Acyl-protein thioesterase 2 (Homo sapiens), O95372; recombinant LYPLA2; inhibition, % at 5.9 µM; hit rate 0.38% among 320,000; AID 2177, 2009;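 active = inhibition above the screen-wide mean plus 3 SD, limit set per campaign, cut at about 26% in these data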;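 also: 0% = LYPLA2 with DMSO and 100% = wells lacking LYPLA2 enzyme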
PAD4 FP inh: human PAD4 inhibitors, primary screen, biochemical, fluorescence polarization, 1536-well format; hit rate 0.41% among 330,000; Protein-arginine deiminase type-4 (Homo sapiens), Q9UM07; inhibition, % at 6.36 µM; recombinant PAD4, RCA probe fluorescence polarization; AID 485272, 2010;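 active = percent inhibition above a cutoff equal to the mean of all tested compounds plus 3 SD, cut at about 15% in these data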;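 also: 0% = PAD4 with RCA probe and DMSO and 100% = probe without PAD4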
Target sequence (Q9UM07 whole entry, looked up): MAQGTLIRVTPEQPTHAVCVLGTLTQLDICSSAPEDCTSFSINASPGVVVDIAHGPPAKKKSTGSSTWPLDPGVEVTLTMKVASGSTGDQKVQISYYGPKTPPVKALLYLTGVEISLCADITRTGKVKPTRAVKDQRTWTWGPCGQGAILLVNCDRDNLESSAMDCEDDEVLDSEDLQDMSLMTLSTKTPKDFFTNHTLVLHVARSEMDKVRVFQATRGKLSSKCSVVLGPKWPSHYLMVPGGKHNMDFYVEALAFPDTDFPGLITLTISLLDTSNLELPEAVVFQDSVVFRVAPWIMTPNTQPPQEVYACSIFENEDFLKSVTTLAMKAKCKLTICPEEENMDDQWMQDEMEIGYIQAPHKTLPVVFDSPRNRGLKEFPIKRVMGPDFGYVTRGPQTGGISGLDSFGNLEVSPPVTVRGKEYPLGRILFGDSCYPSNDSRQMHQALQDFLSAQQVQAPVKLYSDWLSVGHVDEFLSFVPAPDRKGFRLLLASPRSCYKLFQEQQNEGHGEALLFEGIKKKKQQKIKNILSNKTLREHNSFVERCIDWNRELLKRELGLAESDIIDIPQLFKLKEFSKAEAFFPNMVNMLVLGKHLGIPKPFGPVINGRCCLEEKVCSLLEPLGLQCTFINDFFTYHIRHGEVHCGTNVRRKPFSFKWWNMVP
PREPL inhibitor: PREPL enzyme inhibitors, primary screen, biochemical, fluorescence polarization; recombinant PREPL, fluorescence polarization activity-based probe; hit rate 0.68% among 320,000; inhibition, % at 5.96 µM; in the data active = inhibition above about 43%;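 also: 0% = enzyme with DMSO and 100% = wells lacking enzyme; many of its hits are not listed in these tables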
PAFAH1B3 FP inh: PAFAH1B3 enzyme inhibitors, primary screen, biochemical, fluorescence polarization, human. Platelet-activating factor acetylhydrolase IB subunit alpha1 (Homo sapiens), Q15102. recombinant PAFAH1B3, FP-rhodamine probe. inhibition, % at 3.39 µM. hit rate 0.28% among 340,000. AID 492972, 2010;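 active = inhibition above the screen-wide average of all tested compounds plus 3 SD, cut at about 25% in these data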;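 also: 0% = enzyme with DMSO only and 100% = wells lacking PAFAH1B3 protein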
The depositor's hits bear a star; . = no result given. This is a subset (hit frequency here may not be typical).

SMILES	GSTO1 inh	PAFAH2 inh	pPAFAH FP inh	LYPLA1 inh	PAFAH1B2 FP inh	LYPLA2 counter	PAD4 FP inh	PREPL inhibitor	PAFAH1B3 FP inh
COCCNc1nc2ccccc2nc1NS(=O)(=O)c1ccc(C)cc1C	-4	-4	2	0	7	-2	-9	23	0
COc1ccccc1C(=O)NCCC(=O)NCC(c1ccccc1OC)N1CCCC1 (centres undefined)	3	-3	5	-2	-2	-1	-3	1	-3
CC(=O)c1ccc(N2CCN(C(=O)c3noc4c3CSc3ccccc3-4)CC2)cc1	0	-8	6	6	-3	44*	-4	23	2
CCCCNC(=O)[C@H](CSCc1ccccc1)N1Cc2ccccc2C1=O	2	3	4	2	1	4	1	11	13
Cc1cc2nnc(SCC(=O)N3CCOCC3)n2c2ccccc12	-2	3	1	-1	10	-4	1	2	8
O=C(NCc1cccnc1)NC1(c2ccccc2)CC1	8	0	6	0	-7	3	-2	-2	5
NC(=O)c1ccc(-n2nnnc2SCc2ccc(F)cc2)cc1	-3	-5	1	3	4	7	-2	-4	8
CC(=O)Oc1ccccc1C(=O)N1CCN(S(=O)(=O)c2ccc3ccccc3c2)CC1	6	0	8	-7	6	-9	-2	16	0
CC1(C)Cc2c(c(N3CCCC3)nc3sc4c(N5CCNCC5)ncnc4c23)CO1	-10	.	0	0	.	-5	-1	39	.
COc1ccc(CNC(=O)C(=O)NCC2CCCN2S(=O)(=O)c2cccs2)cc1 (centres undefined)	-5	-2	3	-2	5	-4	-2	4	7
CC(=O)N[C@H]1C(O)O[C@H](CO)[C@@H](O)[C@@H]1O (some centres undefined)	-4	-11	3	-3	-2	2	0	0	6
Cc1ccc2c(c1)C1CN(C)CCC1N2S(=O)(=O)c1ccc(Oc2ccc([N+](=O)[O-])cc2)cc1 (centres undefined)	0	6	0	0	6	1	1	-24	2
Cc1cccc(N(C(=O)c2ccc(Cl)cc2)C2CS(=O)(=O)CC2OC(=O)c2ccc(Cl)cc2)c1 (centres undefined)	-1	-2	5	-5	1	-8	3	11	-4
Cc1cc2c(cc1S(=O)(=O)Nc1cccc(F)c1)n(C)c(=O)c(=O)n2C	1	-1	3	-1	-1	-7	0	-7	-3
CCOC(=O)C(C(=O)OCC)C(Nc1cccc(Br)c1)c1ccccc1 (centres undefined)	-6	1	-2	-2	4	-7	1	0	1
O=C1NC(=Nc2cccc(O)c2)S/C1=C\c1cccc([N+](=O)[O-])c1	8	4	23	3	9	5	1	15	9
Cc1cc(Br)c(S(=O)(=O)NCc2cccnc2)cc1C	5	-12	49*	4	8	2	-1	11	13
CC(C)CC(CO)N1CCN(C(=O)c2ccc(Cl)c(Cl)c2)CCC1=O (centres undefined)	-4	-3	4	1	4	0	-4	17	-3
Cc1nnnn1/C(=C\c1ccccc1)C(=O)OCC(=O)NC1CCCCC1	10	4	2	-2	4	-2	0	-13	2
CCC(=O)N1CCc2cc(S(=O)(=O)CCC(=O)O)ccc21	1	-3	-1	5	3	4	1	6	5
CCOC(=O)C1=C(CSCc2ccccc2)NC(=O)NC1c1cc(C)ccc1C (centres undefined)	-1	-3	12	-8	2	-5	-1	12	-7
Cc1nc2ccc(N)cc2c(=O)n1Cc1ccc(Cl)cc1	2	-5	-9	-1	-2	0	1	8	-1
O=C(NNC(=O)c1cccc(Cl)c1)NNC(=O)c1cccc(Cl)c1	.	-10	6	.	6	.	-4	-11	4
Cc1oc(-c2cccs2)nc1CN1CCN(C(C)C)C(CCO)C1 (centres undefined)	10	0	2	1	4	-2	0	8	10
O=S(=O)(NC1=NCCC1)c1cccc(NS(=O)(=O)c2ccc(F)c(Cl)c2)c1	.	-4	-1	-3	2	2	1	6	4
Cc1cc(C(=O)COC(=O)c2n[nH]c3ccccc23)c(C)n1CC1CCCO1 (centres undefined)	7	6	0	0	2	-3	-1	-4	-1
CC(C(=O)N1CCCCC1)N1C(=O)c2ccccc2C1=O (centres undefined)	8	5	-1	1	-3	-6	-3	8	8
N#C/C(=C(/O)COc1ccccc1)c1nc2ccccc2s1	-26	10	1	-5	12	0	1	21	9
CNC(=O)/C(C#N)=C1/SC(Cc2ccc(F)cc2)C(=O)N1c1ccccc1 (centres undefined)	15	2	1	0	6	3	0	0	-3
CCOC(=O)N1CCN(S(=O)(=O)N2CCCC(C(=O)NCc3ccccc3Cl)C2)CC1 (centres undefined)	3	8	1	4	1	7	1	13	1
CCOC(=O)C1CCCN(Cc2nc(N)nc(Nc3ccccc3OC)n2)C1 (centres undefined)	6	-4	0	-1	7	-2	2	3	-1
COc1ccc(CNC(=O)Cn2nnc(-c3ccc(NC(=O)C4CCCCC4)cc3)n2)cc1	-8	0	0	-1	0	8	-1	1	1
Cn1cc(S(=O)(=O)N2CCc3ccccc32)cc1C(=O)NC(C)(C)C	1	4	-1	3	4	-1	-3	-7	-1
CC1CCCC(C)N1C(=O)COC(=O)c1cc(=O)[nH]c2ccccc12 (centres undefined)	.	3	0	.	6	.	5	7	9
CCc1ccccc1NC(=O)CN1CCN(CC(=O)Nc2cc(C)ccc2OC)CC1	3	4	-4	-1	-3	-4	1	6	3
CCOC(=O)C(=O)N1CCN(c2cc3c(cc2[N+](=O)[O-])n(C)c(=O)n3C)CC1	7	7	1	4	1	2	4	5	2
COc1ccc(CCNC(=O)CNCC2CCCO2)cc1OC (centres undefined)	-2	9	-3	-1	-5	-3	2	-3	-1
O=C(CCNC(=O)c1ccccc1Cl)Nc1cc(C(F)(F)F)ccc1N1CCCC1	25	12	7	3	3	0	-2	18	-7
CC(C)c1ccc(OCC(O)CN2CCN(c3ccccn3)CC2)cc1 (centres undefined)	1	5	2	-1	2	1	-1	2	5
O=C(COc1cccc(-n2cnnn2)c1)Nc1ccccc1	-4	-2	-1	1	-3	4	-3	7	-4
C=C(C)c1cccc(C(C)(C)NC(=O)Nc2ccc(Cl)cn2)c1	0	1	3	-5	-1	-11	3	-2	0
COc1ccc(C(=O)c2sc(Nc3ccccc3)nc2N)cc1OC	1	6	14	4	-3	2	-4	29	1
S=C1NC2=C(CCC/C2=C\c2ccc(Cl)cc2)C(c2ccc(Cl)cc2)N1 (centres undefined)	-11	7	-5	-4	9	2	-2	12	6
Clc1ccccc1CSc1nnc(-c2ccccn2)n1Cc1ccco1	-7	6	13	-2	5	-1	0	-8	8
O=C(N/N=C/c1cn(-c2ccccc2)nc1-c1ccc(F)cc1)c1ccc2c(c1)OCO2	-6	-39	-1	-11	-23	-12	5	26	-12
CC1CCc2[nH]c3ccc(C(=O)Nc4ccc(C(=O)N(C)C)cc4)cc3c2C1 (centres undefined)	1	3	-1	11	6	0	-4	4	7
CCN(Cc1ccccc1)C(=O)CCCOc1ccccc1	8	0	0	-2	7	-5	4	-7	0
O=C(C1=C[C@@H](c2ccc(C(F)(F)F)cc2)C[C@@H](OCc2ccc(CO)cc2)O1)N1CCOCC1	0	3	12	-3	0	-4	0	55*	0
CN=C(NC1CCCCC1)c1ccc(Cl)cc1	-9	-1	-4	0	4	5	-5	7	6
COc1ccccc1CNC(=O)Cn1cc(Br)ccc1=O	4	-6	-3	0	3	-9	2	-8	0
Cc1noc(C)c1S(=O)(=O)N(CC(=O)NC1CCC(C)CC1)c1ccc(C(C)C)cc1 (centres undefined)	7	-2	7	4	2	-3	4	14	2
CCCSC1=N/C(=C\C=C\c2ccco2)C(=O)S1	22	45*	45*	-1	9	3	-4	-10	11
CCCN1CCN(c2ncnc3scc(C4COc5ccccc5O4)c23)CC1 (centres undefined)	7	-7	3	-4	2	-3	-1	2	9
c1ccc(NCc2ccccn2)cc1	6	7	2	-2	3	3	5	0	5
CC(=O)Nc1cccc(N(C)S(C)(=O)=O)c1	3	5	0	0	3	-2	-3	-11	-1
Cc1nc2ccccc2c2c1C(=O)N(C(C)C)C2=O	-4	-2	2	-1	1	9	0	12	2
Cc1nnc(SCC(=O)Nc2ccccc2)[nH]c1=O	5	0	0	-1	4	0	2	13	1
O=C(OCc1nnc(-c2ccccc2)o1)c1cccc(S(=O)(=O)N2CCOCC2)c1	4	57*	4	1	-2	-3	0	13	-6
O=C(c1ccc(=O)[nH]n1)N1CCN(S(=O)(=O)c2ccc3ccccc3c2)CC1	8	4	-2	-1	3	4	-4	8	4
C=CCOc1ccc(CN(C)CC(O)COc2ccc(CCC(C)=O)cc2)cc1 (centres undefined)	2	-5	6	6	4	6	0	26	8
(continued)
SMILES	GSTO1 inh	PAFAH2 inh	pPAFAH FP inh	LYPLA1 inh	PAFAH1B2 FP inh	LYPLA2 counter	PAD4 FP inh	PREPL inhibitor	PAFAH1B3 FP inh
Cc1ccc(C(C)C)c(OCC(=O)NN=C(CCl)CCl)c1	3	.	5	-1	.	2	0	5	.
COc1ccc(Nc2nc3ccccc3nc2C)cc1	-11	-3	-1	-10	-2	-15	-15	6	-11
O=C(NC1=NCCS1)C1CCN(S(=O)(=O)c2cc([N+](=O)[O-])ccc2Cl)CC1	.	17	16	.	7	.	-2	20	9
N#Cc1c(NC(=O)c2ccc([N+](=O)[O-])o2)sc2c1CCC2	30	7	10	-2	12	4	-10	5	6
COc1ccc(Nc2nnc(-c3ccncc3)s2)cc1Cl	-4	3	2	5	1	9	0	4	12
COc1ccc([C@H]2CC(=O)C=C(c3ccc4ccccc4c3)C2)cc1OC	.	-2	0	-7	-4	-3	-2	-27	-1
Cc1c(NC(=O)CN(c2ccccc2)S(=O)(=O)c2ccc(F)cc2)c(=O)n(-c2ccccc2)n1C	2	4	-9	0	-1	2	0	4	9
Cc1ccccc1OCCC(=O)OCC(=O)NC1CCCCC1	-11	-2	14	-2	4	-5	-2	3	5
CCCCCc1ccc(OCCC[n+]2ccccc2)c(CCCCC)c1	3	11	3	0	2	3	6	16	3
N/C(=N\c1nc(C(F)(F)F)cc(=O)[nH]1)Nc1ccc(Cl)cc1	-2	.	3	2	.	4	-3	12	.
CC(C)(C)NC(=O)/C(=C/c1ccco1)c1ccccc1	1	-4	5	-5	1	-5	-2	-2	3
COc1ccc(CN(C)C(=O)Cc2ccc(OC)c(S(=O)(=O)N3CCOCC3)c2)cc1OC	.	5	1	0	1	3	-2	14	6
COc1ccc(-c2ccc(C(=O)O)c(=O)[nH]2)cc1	-1	-6	-1	1	-2	8	0	12	3
O=C(Nc1c(Cl)cc(Cl)cc1C(=O)NCC1CCCO1)c1ccco1 (centres undefined)	2	-1	-5	3	3	4	3	0	4
O=C(Nc1ccccc1F)C1CCN(S(=O)(=O)c2cccnc2)CC1	3	4	1	-1	-2	-2	2	-5	2
